Screening results from PubChem BioAssay.
S100A4 MyoIIA: inhibitors of human S100A4 binding to myosin IIA peptide; S100A4/TAMRA-MyoIIA peptide fluorescence polarization; inhibition, % at 10.7 µM; 360,000 compounds, 0.14% hits; AID 652163;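 active = mean inhibition of at least 70% across replicates, with every replicate also reaching that level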
Target sequence (P26447 whole entry, looked up): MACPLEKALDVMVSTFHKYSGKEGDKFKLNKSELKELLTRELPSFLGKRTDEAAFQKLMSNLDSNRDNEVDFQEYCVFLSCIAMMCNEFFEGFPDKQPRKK
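assay system = human S100A4 monomer with TAMRA-labelled myosin IIA peptide | also added = labelled myosin peptide probe, 5 nM | incubation = 5 min between mix addition and reading | control set = DMSO and TFP controls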
SIRT5 block: blocks human SIRT5 desuccinylation of peptide; AID 652115; inhibition, % at 15 µM; Purified SirT5, succinyl-peptide AMC, trypsin-coupled fluorescence; Q9NXA8; 330,000 compounds, 1.1% hits; in the data active = inhibition above about 15%
Target sequence (Q9NXA8 whole entry, looked up): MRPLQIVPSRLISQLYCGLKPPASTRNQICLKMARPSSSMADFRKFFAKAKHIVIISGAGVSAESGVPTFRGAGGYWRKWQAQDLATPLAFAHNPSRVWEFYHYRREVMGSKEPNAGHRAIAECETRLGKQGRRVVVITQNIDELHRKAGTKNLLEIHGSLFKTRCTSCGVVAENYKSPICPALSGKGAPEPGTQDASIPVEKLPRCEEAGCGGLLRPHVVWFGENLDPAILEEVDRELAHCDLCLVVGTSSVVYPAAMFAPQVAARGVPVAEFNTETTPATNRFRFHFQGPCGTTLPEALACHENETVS
CASP6 VEID inh: caspase-6 (human) enzyme inhibition; 350,000 compounds, 0.53% hits; inhibition, % at 12.5 µM; purified caspase-6, Z-VEID-R110 cleavage fluorescence; P55212;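 active = mean inhibition across replicates at least about 35%, with every replicate also reaching that limit, limit read from the data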;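 also: 0% = median of neutral control wells and 100% = no fluorescence left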
Target sequence (P55212 24-179 limits assumed): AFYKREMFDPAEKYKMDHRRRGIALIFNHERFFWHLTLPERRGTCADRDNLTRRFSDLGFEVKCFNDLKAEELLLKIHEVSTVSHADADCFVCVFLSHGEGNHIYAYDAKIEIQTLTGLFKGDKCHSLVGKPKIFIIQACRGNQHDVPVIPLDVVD
Target sequence (P55212 194-293 limits assumed): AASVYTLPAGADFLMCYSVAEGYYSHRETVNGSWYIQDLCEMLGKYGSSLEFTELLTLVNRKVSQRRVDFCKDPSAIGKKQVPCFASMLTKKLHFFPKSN
LGR2 inh: blocks bursicon-induced cAMP signaling via Drosophila LGR2; 380,000 compounds, 0.35% hits; inhibition, % at 9.99 µM; HEK293 LGR2, CRE-luciferase, bursicon-stimulated, 4 h; AID 720647;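 active = drop in luminescence signal, shown as inhibition above about 50% in the replicate tests, limit read from the data, passing the limit was not always enough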;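 also: agonist challenge used bursicon conditioned medium at about half maximal strength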
FN deposition inh: fibronectin deposition inhibition; 350,000 compounds, 0.086% hits; inhibition, % at 12.6 µM; AH1F fibroblasts, Alexa488-fibronectin deposition fluorescence, overnight; AID 743247;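 active = mean inhibition across replicates of 30% or more, regardless of how many single replicates reach that level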;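 also: positive control wells lacked labelled fibronectin entirely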
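Material – AH1F fibroblast monolayer, labelled fibronectin deposition · Reagent – labelled fibronectin 24 nM · Timing – 1 h adhesion, overnight exposure · Measured by – fluorescence at 485 nm excitation, 525 nm emission · Read-out – inhibition of fibronectin deposition signal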
C2C12 statin: suppressors of simvastatin-induced myotoxicity in C2C12 myotubes. ATP luminescence, 48 h; scaled: DMSO 0, geranylgeraniol control 100. rescue of ATP level, % at 7.49 µM. 330,000 compounds, 0.78% hits. AID 602340;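 active = mean ATP rescue above about 67%, or every replicate alone reaching that limit, limit read from the data, passing the limit was not always enough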;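 also: myotubes were challenged with 10 µM simvastatin during compound exposure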
esBAF inh: SWI/SNF esBAF complex inhibition; mouse ES cells, Bmi1-luciferase knock-in reporter, 24 h; 100% = twice the neutral-well signal; reporter increase, % at 12.5 µM; 350,000 compounds, 2% hits; AID 602393; in the data active = activation above about 40%;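 also: 0% = median of the plate's neutral control wells and 100% = double that signal; a rise in the Bmi1 reporter signal indicates esBAF inhibition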
Starred values were filed as active, the others as inactive; . = not tested or not shown. An excerpt; the hit share may differ from the screen's.

canonical_smiles | S100A4 MyoIIA | SIRT5 block | CASP6 VEID inh | LGR2 inh | FN deposition inh | C2C12 statin | esBAF inh
Cc1ccc(S(=O)(=O)Nc2ccc3c(c2)C(=O)N([C@H](C)CO)C[C@H](C)[C@H](CN(C)S(=O)(=O)c2ccc(Cl)cc2)OCCCC[C@H](C)O3)cc1 | . | . | . | 1 | -7 | . | 3
CC(=O)N(C)c1ccc(OCC(O)Cn2c3ccc(Cl)cc3c3cc(Cl)ccc32)cc1 (stereo not drawn) | . | . | . | . | 12 | -9 | -9
CNC(=O)C[C@H]1CC[C@@H]2[C@@H](COc3ccc(NC(=O)C4CC4)cc3C(=O)N2C)O1 | . | . | . | 1 | 0 | -14 | 0
CC1CCCC(C)N1C(=O)c1ccc(S(=O)(=O)N2CCCC2)cc1 (stereo not drawn) | 1 | -3 | 0 | 15 | 0 | -1 | 5
COc1ccc(OC)c(NC(=O)C2CCC(CNc3c(N4CCC(C)CC4)c(=O)c3=O)CC2)c1 (stereo not drawn) | 1 | 0 | 1 | -6 | 6 | 4 | -13
C[C@H]1CN([C@@H](C)CO)S(=O)(=O)c2ccc(C3=CCCC3)cc2O[C@@H]1CN(C)C(=O)CC1CC1 | -4 | 3 | 0 | 3 | . | 4 | 0
O=C(/C=C/c1ccc(S(=O)(=O)N2CCOCC2)cc1)N1CCN(c2ccc(F)cc2)CC1 | 0 | -2 | -1 | 16 | 3 | . | .
CCn1nc(NS(=O)(=O)c2ccc(NC(C)=O)cc2)c2cc3ccccc3nc21 | -1 | 0 | 3 | -4 | -7 | 27 | -4
CCOC(=O)CSc1nnc(CSc2nc3ccccc3s2)n1C | -9 | 1 | 1 | -21 | . | -4 | -7
Cc1noc(C)c1C(=O)N1CCCC(N2CCN(c3cccc(C(F)(F)F)c3)CC2)C1 (stereo not drawn) | -7 | -1 | -3 | 12 | 6 | -2 | -6
O=C(NC(=S)NC1CCCC1)c1ccccc1 | -1 | -1 | -2 | -56 | 2 | 2 | 56*
Cc1c(C=O)cnn1CCC(=O)O | . | . | . | . | -15 | 5 | 4
NS(=O)(=O)c1ccc(N=C2C(=O)Nc3ccccc32)cc1 | -1 | -2 | 1 | 4 | 3 | 11 | -6
N#Cc1c(NC(=O)C(=O)NCCCN2CCOCC2)sc2c1CCC2 | 0 | -1 | -4 | -16 | 4 | 0 | -4
C#CCNC(=O)C1=C[C@@H](C)C[C@@H](OCc2ccc(CO)cc2)O1 | 5 | -3 | -3 | -18 | 5 | 0 | 0
COC(=O)Nc1ncc(CN2CCC(c3ccccc3)CC2)s1 | . | . | . | . | -1 | -11 | 6
CN(C)C(=O)c1ccc(-c2ccc3n(c2=O)C[C@@H]2[C@@H](CO)[C@H](C(=O)NCCc4ccccc4)N[C@H]32)cc1 | -9 | -43 | -3 | -16 | . | -7 | 1
O=C(NCCN1CCC(n2c(=O)[nH]c3ccccc32)CC1)c1cccs1 | -6 | 4 | 0 | 10 | -12 | . | .
CCc1ccc2[nH]c3nc(SCc4nnc(-c5ccc(C)cc5)o4)nnc3c2c1 | . | . | . | . | 7 | -6 | -6
O=C1c2ccccc2C(=O)N1CCC#Cc1ccc2cc(C3(O)CCCCC3)oc(=O)c2c1 | 2 | . | -1 | 6 | 0 | 7 | -7
C[C@@H]1CN([C@H](C)CO)C(=O)c2cc(NC(=O)Nc3ccccc3)ccc2O[C@@H]1CN(C)CC1CCCCC1 | -7 | -2 | 2 | 24 | 8 | 0 | 3
COC(=O)c1ccccc1NC(=O)CSc1nnc(-c2cccnc2)n1N | 0 | -2 | 1 | 17 | 5 | 0 | -4
OC[C@H]1[C@@H](c2ccccc2)[C@@H](CNCC2CCC2)N1CC1CC1 | 15 | 0 | 0 | 4 | -16 | -6 | 3
COc1cccc(C2=NOC(C(=O)Nc3cc(OC)c(OC)c(OC)c3)C2)c1 (stereo not drawn) | -1 | -1 | 2 | 1 | . | 7 | -3
Cc1cc(NS(=O)(=O)c2ccc(NC(=O)c3cnc4scc(C)n4c3=O)cc2)nc(C)n1 | -3 | 1 | 0 | 10 | 5 | 4 | -1
C=CCN1C(=O)C(Cc2ccc(C)cc2)S/C1=N/N=C/c1ccco1 (stereo not drawn) | -4 | -1 | 4 | -17 | . | . | .
CC(C)(C)c1ccc(OCc2ccc(C(=O)NN)o2)cc1 | 1 | -1 | 2 | -68 | -14 | . | .
COc1ccc(C2(C(=O)N3CCCC3)CCOCC2)cc1OC | . | . | . | -23 | . | 2 | 4
CC(=O)Nc1cccc(-c2ccnc3c2CC(C(=O)Nc2cccc(NS(C)(=O)=O)c2)O3)c1 (stereo not drawn) | 5 | -2 | 0 | 1 | -4 | 8 | -2
COc1ccc(CNC(=O)c2ccc3oc(C(C)C)nc3c2)cc1 | 2 | -5 | -1 | -51 | 0 | -2 | 47*

One compound at a time, as listed above. Screens in order: S100A4 MyoIIA, SIRT5 block, CASP6 VEID inh, LGR2 inh, FN deposition inh, C2C12 statin, esBAF inh
CC(=O)Nc1cccc(-c2ccnc3c2CC(C(=O)Nc2cccc(NS(C)(=O)=O)c2)O3)c1 (stereo not drawn) as listed: 5, -2, 0, 1, -4, 8, -2
COC(=O)c1ccccc1NC(=O)CSc1nnc(-c2cccnc2)n1N as listed: 0, -2, 1, 17, 5, 0, -4
C[C@@H]1CN([C@H](C)CO)C(=O)c2cc(NC(=O)Nc3ccccc3)ccc2O[C@@H]1CN(C)CC1CCCCC1 as listed: -7, -2, 2, 24, 8, 0, 3
Cc1cc(NS(=O)(=O)c2ccc(NC(=O)c3cnc4scc(C)n4c3=O)cc2)nc(C)n1 as listed: -3, 1, 0, 10, 5, 4, -1
CN(C)C(=O)c1ccc(-c2ccc3n(c2=O)C[C@@H]2[C@@H](CO)[C@H](C(=O)NCCc4ccccc4)N[C@H]32)cc1 as listed: -9, -43, -3, -16, ., -7, 1

(more compounds)
canonical_smiles | S100A4 MyoIIA | SIRT5 block | CASP6 VEID inh | LGR2 inh | FN deposition inh | C2C12 statin | esBAF inh
NS(=O)(=O)c1ccc(NC(=O)CCC(=O)c2ccc(Cl)s2)cc1 | 1 | 1 | . | 9 | 0 | -18 | -4
O=C([C@H]1[C@H](CO)[C@H]2Cn3c(cccc3=O)[C@H]2N1CC1CCCC1)N1CCOCC1 | 3 | -1 | 1 | -3 | . | -11 | 4
CC1COC(=C2C(=O)OCC2C)C1 (stereo not drawn) | -4 | -5 | 0 | 4 | 6 | 0 | -1
CCN(CC)S(=O)(=O)c1ccc(NC(=S)NC(=O)CC(C)C)cc1 | -8 | 33* | 2 | 16 | 1 | . | .
O=C(NN1CCCCC1)c1cnn2c(C(F)F)cc(-c3ccccc3)nc12 | 5 | 0 | 1 | . | -14 | . | .
CO[C@@H]1CN(C)C(=O)c2cc(NS(=O)(=O)c3ccc(C)cc3)ccc2OC[C@H](C)N(Cc2nccs2)C[C@@H]1C | 6 | 2 | -2 | 8 | -4 | 2 | 6
COC(=O)C[C@@H]1CC[C@H](NC(=O)Cc2ccccn2)[C@@H](CO)O1 | -4 | . | -2 | -2 | 9 | . | .
Cn1ccc2c(-c3cccc(C=O)c3)cc3c(c21)C1CCC3C1 (stereo not drawn) | -11 | 1 | 1 | . | -6 | -8 | 7
O=C(C[C@H]1CC[C@@H](NC(=O)NC2CCCC2)[C@H](CO)O1)NCc1ccc(F)cc1 | -5 | 4 | -8 | -7 | 5 | -3 | 1
O=C(NCCSc1ccc(Br)cc1)c1ccc2nc[nH]c2c1 | 0 | -1 | 1 | -20 | -5 | . | .
CO[C@H]1CN(C)C(=O)c2cc(NC(=O)Nc3c(C)noc3C)ccc2OC[C@H](C)NC[C@@H]1C | -42 | -1 | 0 | -3 | -3 | -9 | 5
CC(C)(C)c1ccc(OCC(=O)N(c2ccccn2)C2CCCCC2)cc1 | 23 | -3 | -2 | 23 | 1 | . | .
COc1ccc(N2CCN(S(=O)(=O)c3cnc[nH]3)CC2)cc1 | -1 | . | 1 | -13 | 6 | . | .
COCC(=O)Nc1ccc2c(c1)C(=O)N(C)[C@@H]1CC[C@H](CC(=O)O)O[C@H]1CO2 | . | . | . | 0 | -8 | 13 | -2
COP(=O)(c1ccc(N(C)C)cc1)C(O)c1ccccc1 (stereo not drawn) | -16 | -4 | -1 | -4 | 5 | -4 | -3
O=C(Cn1nc(Cc2cccnc2)c2ccccc2c1=O)Nc1cc(F)ccc1F | 3 | -4 | 2 | 2 | 6 | 6 | 1
COc1ccc(CN2CCSCC2)cc1O | . | . | . | . | 8 | -8 | -2
COc1ccc(S(=O)(=O)N(Cc2cccs2)C2CCCC2)cc1 | . | . | . | 8 | . | 106* | -3
COc1ccc(S(=O)(=O)Nc2ccc3c(c2)C(=O)N([C@H](C)CO)C[C@H](C)[C@H](CN(C)S(=O)(=O)c2ccc(C)cc2)OCCCC[C@@H](C)O3)cc1 | -34 | -1 | 2 | -17 | 6 | . | 3
O=C(COC(=O)c1cc(S(=O)(=O)N2CCOCC2)ccc1F)Nc1ccccc1C(F)(F)F | 19 | . | -1 | 5 | 2 | -15 | 1
CCCNC(=O)N1CC2(C1)[C@@H](c1ccccc1)[C@@H](CO)N2CC1CC1 | 7 | -1 | -1 | 6 | -5 | . | .
N#C[C@H]1[C@@H](c2ccccc2-c2ccccc2F)[C@H](CO)N1C(=O)c1ccccn1 | -1 | 1 | 1 | -19 | 7 | . | .
Cc1ccc(S(=O)(=O)NC(=O)NCc2ccc(Cl)cc2)cc1 | . | . | . | . | 1 | -5 | -5
CC1c2cc3c(cc2CCN1C(=O)c1cccc(F)c1)OCCCO3 (stereo not drawn) | 0 | -2 | . | -17 | -3 | -12 | 8
COCCN(C(=O)CSc1nnc(-c2ccccc2F)o1)c1c(N)n(CC(C)C)c(=O)[nH]c1=O | 4 | -4 | 0 | 8 | 3 | -4 | 1
O=C(O)C1CCCCC1C(=O)Nc1ccccc1F (stereo not drawn) | . | . | . | -9 | 0 | -6 | 4
COC(=O)[C@]1(C)N[C@H](CN(C)C(=O)Nc2ccccc2)[C@@H]2C(=O)N(C)C(=O)[C@@H]21 | -1 | -1 | 2 | -21 | 3 | 1 | -9
Cc1ccc(C)c(N2C(=O)CC(Cc3ccc(Br)cc3)C2=O)c1 (stereo not drawn) | -1 | -5 | 1 | -4 | -4 | -1 | -3
CCCn1c(C)c(C(=O)OCC)c(O)c(-c2ccccc2)c1=O | 2 | -4 | -1 | -12 | -8 | . | .
Cc1ccc(S(=O)(=O)N[C@H]2CC[C@H](CCNC(=O)C3CCCCC3)O[C@H]2CO)cc1 | 4 | 0 | 33 | -8 | -27 | -15 | -1
C[C@@H]1CN([C@@H](C)CO)S(=O)(=O)c2ccc(Br)cc2O[C@H]1CN(C)CC1CCOCC1 | . | . | . | -12 | -12 | -28 | -6
N#Cc1ccc(OCC(=O)N/N=C(\CCC(=O)O)c2cccs2)cc1 | 0 | -9 | -4 | -9 | -7 | . | .
CN(C)C(=O)CCC(=O)N1CCCC(C(=O)c2ccc3c4c(cccc24)CC3)C1 (stereo not drawn) | -2 | 0 | -2 | 1 | . | -7 | 2
CCC(Sc1nncn1C)C(=O)Nc1nnc(-c2ccccc2Cl)s1 (stereo not drawn) | 1 | -3 | 1 | 0 | -3 | 12 | 28
Cc1ccc2[nH]c3c(c2c1)CN(C)CC3 | -8 | . | . | . | 7 | 13 | 3
CCOC(=O)C1CCN(C(=O)CN2C(=O)C(CC)Oc3ccccc32)CC1 (stereo not drawn) | 3 | 2 | 1 | 1 | . | 8 | 6
O=C(Nc1cccc2c1CCCC2)C1CCN(C(=O)NC2CCCCC2)CC1 | . | . | . | . | 3 | -1 | 3
Nn1c(SCC(=O)Nc2cc(S(=O)(=O)N3CCOCC3)ccc2Cl)nnc1-c1cccnc1 | 1 | 1 | 1 | 9 | -4 | 6 | 4
O=C(c1ccccn1)N1CCN(S(=O)(=O)c2ccccc2)CC1 | -1 | 10 | -3 | -8 | -5 | -5 | -2
